# Source: PubChem
# H9c2 TAG inh = triacylglycerol accumulation inhibition; inhibition, % at 12.5 µM; hit rate 0.66% among 230,000; H9c2 cells, Nile Red lipid (TAG) fluorescence; cells loaded with 200 µM oleic acid; AID 651582;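 active = pattern-corrected inhibition of lipid staining of at least 50% with the nuclear-stain viability signal not falling by more than 50%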;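 note: 0% = DMSO wells and 100% = triacsin C control wells; some results filed as inactive read as strong as hits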
# H9c2 TAG inh DAPI viability = second read-out of H9c2 TAG inh, no call of its own (marks repeat the call); DAPI nuclei signal change (viability), lower = more cytotoxic, %;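 whole-well DAPI fluorescence read on a plate reader as a viability signal; minus 50 percent equals half of cells still viable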
# * = called active by the depositor; i = inactive. These rows are one share of the data (hit frequency here may not be typical).
smiles,H9c2 TAG inh DAPI viability,H9c2 TAG inh
COc1ccc(CN=C(C#N)C2=C(O)c3ccccc3C2=O)cc1,-13,18
O=C1CCN(S(=O)(=O)c2ccccc2)N1,-8,18
Cc1ccc(C2CCN(C(=S)NC(C)(C)C)C2)cc1 (configuration not stated),-1,-9
O=C(CCC(=O)N/N=C/c1ccco1)N/N=C/c1ccco1,-10,7
NC(N)=NS(=O)(=O)c1ccc(NC(=S)NC(=O)c2ccc(Br)cc2)cc1,-4,-4
c1cncc(-c2ccc3ncnc(NCc4ccc5c(c4)OCO5)c3c2)c1,-1,-10
Cc1ccc(NNC(=O)C2CCC2)cc1C,5,-14
COC(=O)c1ccccc1NC(=S)N1CCN(c2ccccn2)CC1,2,-2
FC(F)(F)c1ccc(C2Nc3cccc4cccc(c34)N2)cc1,4,-2
CC(=O)/C(C(=N)N1CCN(C(c2ccccc2)c2ccccc2)CC1)=C(\C)O,-17,6
CCn1c(SCC(=O)N/N=C/C(C)=C/c2ccco2)nnc1-c1ccccc1,5,10
CN(CC(CC(=O)Nc1nncs1)c1ccccc1)S(=O)(=O)c1ccccc1 (configuration not stated),-9,-20
CC(C)=CC(=O)OCC(=O)Nc1nc(C)c(Cl)cc1Cl,-5,11
CC1CCCCC12NC(=O)N(CC(=O)N1CCN(c3ccccc3)CC1)C2=O (configuration not stated),-2,-7
CCN(CC(=O)Nc1c(F)cccc1F)C(=O)c1nc2nccc(C)n2n1,3,18
N#Cc1ccc(S(=O)(=O)N2CCc3[nH]c4ccc(F)cc4c3C2)cc1,-4,16
Cc1ccc(NC(=O)N2CCOCC2)c(C)c1,-3,17
COc1cccc(-c2ccc3c(c2)N(Cc2ccc(F)cc2)C(=O)C(C)S3)c1 (configuration not stated),-4,-7
COc1ccc2sc(-c3ccc(N(C)C)cc3)c(C#Cc3cncn3C)c2c1,i,39
CCOC(=O)CSC(C)C(=O)Nc1nnc(C(C)C)s1 (configuration not stated),-11,-6
Cc1cc(/C=N/n2c(COc3ccccc3C)nc3ccccc3c2=O)c(O)c([N+](=O)[O-])c1,-20,36
CC(C)CC(=O)NC(=S)Nc1ccc(NC(=O)c2cccs2)cc1,-4,13
COc1ccc(C2=NNC(=O)C2(C)Br)cc1 (configuration not stated),4,-5
COCc1cc(=O)[nH]c(-c2ccccc2OC(F)(F)F)n1,-1,16
Nc1nc2ccc(N3CCOCC3)cc2s1,5,-1
Cc1cc(C)c2c(=O)n(CC(=O)Nc3ccc(Cl)cc3)sc2n1,-2,7
COc1ccc(Nc2nc(N)nc(CN3CCN(c4ccccn4)CC3)n2)cc1,-1,-3
Cc1ccnc(NC(=O)c2ccc(Cl)c(S(=O)(=O)N3CCCCC3)c2)c1,1,-45
CCNC(=O)C1=C(O)c2sccc2N(C)S1(=O)=O,12,-3
Oc1ccc2cc(Br)ccc2c1CN1CCCC1,-5,5

# Of the compounds above, these have a thiophene ring, fused or not.
smiles,H9c2 TAG inh DAPI viability,H9c2 TAG inh
COc1ccc2sc(-c3ccc(N(C)C)cc3)c(C#Cc3cncn3C)c2c1,i,39
CC(C)CC(=O)NC(=S)Nc1ccc(NC(=O)c2cccs2)cc1,-4,13
CCNC(=O)C1=C(O)c2sccc2N(C)S1(=O)=O,12,-3

# Remaining list, next part.
smiles,H9c2 TAG inh DAPI viability,H9c2 TAG inh
COc1ccc(S(=O)(=O)N2CC=C(c3ccccc3)CC2)cc1OC,-5,0
COc1ccc(CCNC(=O)C2(c3ccccc3)CC2)cc1,5,-7
O=C(Nc1ccc(NC(=O)c2ccccc2F)cc1)c1cccs1,14,-13
CCc1nc2c(OCCc3cccc(OC)c3)cccn2c1N(C=O)Cc1ccc(OC)cc1,-6,-2
CSc1nnc2n(-c3ccc(C)cc3)c(=O)c3c4c(sc3n12)COC(C(C)C)C4 (configuration not stated),4,-5
Cc1ccccc1NC(=S)N(Cc1ccco1)C(C)c1cccs1 (configuration not stated),-6,4
Cc1cccc2sc(NNC(=O)c3cc(=O)c4ccccc4o3)nc12,18,-3
COc1ccc(S(=O)(=O)NN(C)c2ncc(C(F)(F)F)cc2Cl)cc1,0,-4
CCN(CC)c1ccc(C=Nc2ccc(C)cc2C)c(O)c1,1,7
Cc1noc(C)c1COC(=O)c1ccccc1NC(=O)c1ccco1,-3,7
CC(=O)c1c(N2CCCCC2)nc(=S)n(-c2ccccc2)c1C,9,-19
O=C(CNC(=O)C1CCCC1)Nc1ccccc1Br,4,1
CCCSc1nnc(CN2CCOCC2)n1C,-4,-2
CCOC(=O)c1cccc(NC(=S)N2CCN(c3ncc4c(=O)c(C(=O)O)cn(CC)c4n3)CC2)c1,1,9
COc1ccc(OC)c(S(=O)(=O)n2cnc3cc(C)c(C)cc32)c1,1,7
CCCOC(=O)c1ccc(NC(=O)c2ccccc2OC)cc1,-6,1
CCOC(=O)N1CCN(C(=O)Cn2c(C)cc3ccccc3c2=O)CC1,7,-25
NC(=O)c1cccnc1Oc1ccc(Cl)cc1Cl,8,-1
CC1(C)CC(NS(=O)(=O)c2cccc3ccccc23)CC(C)(C)N1,-2,4
O=C(C[C@H]1C/C=C\CC[C@@H](Cc2ccc(F)cc2)C(=O)OC[C@H]2CCCN2C1=O)N[C@H](CO)Cc1ccccc1,-1,4
O=C1CCCCC1C(Nc1ccc(Br)cc1)c1ccccc1 (configuration not stated),16,-33
O=C1CC(c2ccc(F)cc2)C(n2cncn2)C(O)=C1C1NCCc2ccccc21 (configuration not stated),-23,14
Cc1ccc(NC(=O)c2cccc3c2C(=O)N(C2CCCCC2)C3)cc1,-2,42
CC1(C)OC(=O)C=C(CC2NS(=O)(=O)OC3CCCCC23)O1 (configuration not stated),2,-2
Cc1ccnc(Sc2ccc([N+](=O)[O-])cn2)n1,17,-15
CCN(C(=O)CN1C(=O)c2ccc([N+](=O)[O-])cc2C1=O)C1CCCCC1,3,-7
CC(C)(C)OC(=O)NCc1ccc(NC(=O)c2nc[nH]c2C(=O)NCCNC(=O)c2[nH]cnc2C(=O)Nc2ccc(CNC(=O)OC(C)(C)C)cc2)cc1,-18,41
C#CCSc1nnc(-c2ccc(OC)cc2)o1,8,-13
CCn1c(Cc2ccccc2)nnc1SCC(=O)N1CCCCC1,3,-11
CCOC(=O)/C(=N/Nc1ccccc1)Sc1nnc(CCc2ccccc2)n1-c1ccccc1,-1,0
COc1cc2nc(N(CCCN(C)C)C(=O)c3ccc(C(=O)c4ccccc4)cc3)sc2cc1OC,11,23
Cc1nc(C(=O)Nc2ccc(F)cc2)nn1-c1ccc([N+](=O)[O-])cc1,11,-6
C#CCN(C[C@@H]1[C@@H](OC(=O)NCc2ccco2)[C@@H](OC(=O)NCc2ccco2)Cn2c(=O)n(CCCCCC)c(=O)n21)S(=O)(=O)c1ccc(C)cc1,-6,29
Cc1cc(C)nc(NS(=O)(=O)c2ccc(NC(=O)Cn3c(=O)oc4ccccc43)cc2)n1,-14,12
O=C(NC1CC1)C1CCN(C2CCN(C(=O)/C=C/c3cccc(F)c3F)CC2)CC1,1,-4
CC(C)(C)c1ccc(OCCC(=O)Nc2cccc(S(=O)(=O)NC3=NCCCCC3)c2)cc1,5,-10
S=C(NNc1cccc(Cl)c1)NC1CCCCC1,2,-7
CCCCN(C(=O)c1cc(Cl)nc2ccccc12)c1c(N)n(CCCC)c(=O)[nH]c1=O,-2,7
COc1cc(C(=O)NNC(=O)c2ccc(F)cc2)ccc1OCC(=O)N1CCOCC1,4,-5
CSc1nc2ccc(NC(=O)c3ccc(Cl)s3)cc2s1,23,-32
CN1CCN(C(=O)C2=C[C@@H](c3ccccc3)C[C@@H](OCc3ccc(CO)cc3)O2)CC1,1,6
COc1ccc(CCn2c(-c3ccc(F)cc3)nc3c(c(=O)c4ccccc4n3C)c2=O)cc1OC,-1,-8
O=C(NCc1ccc(F)cc1)c1cnn2ccccc12,0,0
Cc1nc(NC(=O)CN2CCN(c3ccccc3F)CC2)sc1C(=O)N(C)C,-2,-8
COc1ccc(CNC(=O)Cn2cc3c(n2)CCCCC3)cc1,-6,4
COC(=O)/C(=C\C=C\c1ccccc1)NC(=O)c1ccccc1,5,0
Cc1ccnc(NC(=O)c2ccc(N3C(=O)CCC3=O)cc2)c1,-2,6
Cc1ccc2cc(CCNC(=O)c3ccc4c(c3)OCO4)c(=O)[nH]c2c1,5,-23
O=C(CNc1cccc(S(=O)(=O)N2CCCC2)c1)Nc1cccc(Br)c1,-3,-6
O=C(Nc1ccc(Cl)cc1)Nc1ccc(N2CCCC2)c(S(=O)(=O)Nc2ccccc2Cl)c1,-4,-12
CC(C)(C)c1ccccc1NC(=O)c1ccc(-n2cncn2)c([N+](=O)[O-])c1,-4,7
NC(=O)C1CCN(C(=O)c2ccccc2SCC(=O)NCC2CCCCC2)CC1,0,-10
Cc1cc(=O)[nH]c2ccccc12,3,-5
CNC(=O)C1(C)CCN1C(=O)c1ccccc1CCc1ccccc1 (configuration not stated),5,1
CC(=O)N(c1ccccc1)C(C(=O)c1ccccc1)c1ccccc1 (configuration not stated),-2,-7
CC(=O)N1CCN(S(=O)(=O)c2cccc(C(=O)Nc3ccccc3N3CCCCC3)c2)CC1,-2,6
CCOC(=O)c1cncc(O)c1,-15,7
C=CCNC(=O)c1onc(CSc2ccc(Cl)cc2)c1C(=O)NCC=C,-5,-5
COCC(=O)N(CCc1ccccc1)Cc1cc2cc(C)ccc2nc1Cl,5,-6
O=c1[nH][nH]cc1C=Nc1ccc(Cl)cc1,6,-9

# The list goes on:
smiles,H9c2 TAG inh DAPI viability,H9c2 TAG inh
O=C(NNS(=O)(=O)c1ccccc1)c1cnn(-c2ccccc2)c1-n1cccc1,-10,15
Cc1ccc(C(=O)NCCONC(=O)c2ccc(C)cc2)cc1,-1,-16
CN(C)CCCC1(O)c2ccccc2C=Cc2ccccc21,12,7
CCc1c(C2(O)CCCCC2)[nH]c2cnccc12,-6.5*,51*
COc1ccc(-c2cc(C(=O)NCCCn3ccnc3)no2)cc1OC,3,7
O=S(=O)(c1cc(-c2nnc(-c3ccc(Br)cc3)o2)ccc1Br)N1CCCCCC1,6,-10
Nc1ccc(-c2nc3cc([N+](=O)[O-])ccc3o2)cc1,-3,12
NNC(=S)Nc1ccc(S(=O)(=O)N2CCOCC2)cc1,-5,-13
Cc1nn(C)c(C)c1S(=O)(=O)N1CCCC(C(=O)N2CCN(c3ccccc3)CC2)C1 (configuration not stated),3,-8
COc1ccc(/C=C2/C(=O)ON=C2c2ccccc2)cc1OC,4,-27
COc1ccccc1NC(=S)NN=C(C)c1ccccn1,-15,1
COc1ccccc1S(=O)(=O)Cc1ccc(C(=O)N2CCOCC2)o1,-8,2
Cc1noc(NC(=O)c2cccc(Cl)c2Cl)c1C#N,8,-12
N#CC1=C(N)OC2=C(C(=O)CCC2)C1c1ccc2c(c1)OCO2 (configuration not stated),-10,0
C[C@H](NC(=O)c1nc[nH]c1C(=O)NCc1ccc(CNC(=O)OC(C)(C)C)cc1)C(=O)OC(C)(C)C,3,-13
Cc1nc(SCC(=O)NC2CCCCC2)[nH]c(=O)c1C,-9,8
O=[N+]([O-])c1ccc(N2CCN(c3ccc(Cl)nn3)CC2)cc1NC1CC1,-4,-8
COc1cc(C2=CN(Cc3ccccc3)CCC2=O)cc(OC)c1OC,-3,-14
O=C(NCc1ccco1)C1CC(=O)N(c2ccc(Cl)cc2)C1 (configuration not stated),2,0
C/C(=N\N1CCN(Cc2ccc(Cl)cc2)CC1)c1ccc(F)cc1,8,-10
Cc1cc(C)cc(NC(=O)C(=O)NCCCN2CCCC2=O)c1,13,-13
O=C(Nc1nc(-c2ccc(-c3ccccc3)cc2)cs1)C1CCCO1 (configuration not stated),-4,35
CCOC(=O)C1(CCOc2ccccc2)CCN(Cc2cccc(OC)c2)CC1,3,-5
Cc1ccc(N(CN2C(=O)NC(C)(C)C2=O)CN2C(=O)NC(C)(C)C2=O)cc1,-2,11
O=C(NC1CCCCC1)c1ccccc1NC(=O)C1CC(=O)N(c2ccccc2)C1 (configuration not stated),-11,15
CCOC(=O)CNC(=O)c1cccnc1Oc1ccc(Cl)cc1,0,1
COc1ccc(-c2[nH]ncc2CN(CCO)CC23CC4CC(CC(C4)C2)C3)c(OC)c1,11,5
CSc1ccn(CCC(=O)O)c(=O)n1,-3,2
Cc1nn(-c2ccccc2)c2sc(C(=O)O)cc12,-3,2
CCCS(=O)(=O)Nc1c(OC)ccc2c1c(C(=O)OCC)c(C)n2C,-8,20
Cc1ccc(NC(=O)CN(C)C(=O)Cn2c(=O)oc3ccccc32)cc1,4,11
COC(=O)C(C)Oc1ccc(-c2nccc(-c3cccs3)n2)cc1 (configuration not stated),4,2
CN1CCN(C(=O)CN(Cc2ccc(Cl)cc2)S(C)(=O)=O)CC1,-4,-4
COc1cc(CNC(=O)C2CCCN2S(=O)(=O)c2ccccc2)cc(OC)c1OC (configuration not stated),-8,-6
Cc1ccc(F)cc1-c1cc2nc(NCCCN(C)C)n(C)c(=O)c2s1,4,15
CCOC(=O)/C=C1\SCC(=O)N1CC(=O)N1CCOCC1,-6,11
CN(Cc1cn(-c2ccccc2)nc1-c1cc2ccccc2o1)C(=O)CCC(=O)O,2,4
C/C(N)=C(/C#N)C(=O)COC(=O)c1ccc(C#N)cc1,-4,12
COCCn1c(=S)[nH]c2cc(C(=O)NCc3ccc(F)cc3)ccc2c1=O,-9,17
